Screening data as filed in PubChem.
CendR NRP1 mod – alters CendR peptide binding to human NRP-1. O14786. FAM-RPARPAR peptide binding to NRP-1, fluorescence polarization. inhibition, % at 25 µM. 360,000 tested, 0.85% active. AID 602438;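 active = inhibition or corrected inhibition above about 18%, plus a signal ratio from 0.5 to 1.5, limit read from the data, passing the limit was not always enough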; also: strong numbers were not always called active
FAS TE block – inhibitors of human fatty acid synthase thioesterase domain. 360,000 tested, 0.67% active. P49327. inhibition, % at 15 µM. recombinant FAS-TE, OMFH fluorogenic substrate, fluorescence endpoint;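 active = compounds whose normalised, plate-corrected inhibition of enzyme fluorescence in the single-dose primary screen is 50% or more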;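 also: 0% = DMSO with enzyme and 100% = substrate without enzyme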
eLon inh – inhibits E. coli Lon protease. purified E. coli Lon protease, fluorescence polarization. 360,000 tested, 0.42% active. inhibition, % at 7.94 µM; in the data active = inhibition above about 13%, passing the limit was not always enough;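 also: 0% = enzyme with probe and DMSO and 100% = no enzyme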
Target sequence (P0A9M0 whole entry, looked up): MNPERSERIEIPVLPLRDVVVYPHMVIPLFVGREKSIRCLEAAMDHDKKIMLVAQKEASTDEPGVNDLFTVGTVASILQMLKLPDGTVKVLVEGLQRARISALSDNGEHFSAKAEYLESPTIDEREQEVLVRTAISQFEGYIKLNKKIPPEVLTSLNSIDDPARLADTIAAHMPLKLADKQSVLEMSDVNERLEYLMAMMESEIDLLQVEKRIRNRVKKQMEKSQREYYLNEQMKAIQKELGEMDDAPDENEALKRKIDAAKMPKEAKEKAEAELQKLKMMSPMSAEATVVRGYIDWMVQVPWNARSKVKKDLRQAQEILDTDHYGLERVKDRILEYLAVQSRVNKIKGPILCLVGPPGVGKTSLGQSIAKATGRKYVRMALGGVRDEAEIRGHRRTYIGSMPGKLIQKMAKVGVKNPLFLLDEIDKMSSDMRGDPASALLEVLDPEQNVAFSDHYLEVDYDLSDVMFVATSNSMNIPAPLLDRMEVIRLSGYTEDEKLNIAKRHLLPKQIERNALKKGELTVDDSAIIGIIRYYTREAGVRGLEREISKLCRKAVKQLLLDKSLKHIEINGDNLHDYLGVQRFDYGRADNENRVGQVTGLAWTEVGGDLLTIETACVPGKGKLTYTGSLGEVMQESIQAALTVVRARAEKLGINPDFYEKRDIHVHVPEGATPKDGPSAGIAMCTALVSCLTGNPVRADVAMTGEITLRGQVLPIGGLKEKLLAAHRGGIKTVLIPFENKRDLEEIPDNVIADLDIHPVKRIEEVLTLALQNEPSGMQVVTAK
Neddyl block – inhibitors of human cullin neddylation. P61081+Q13564. TR-FRET cullin neddylation, biochemical. calls only at 25 µM. 360,000 tested, 0.58% active; in the data active = inhibition above about 36%
MT1-MMP act inh – blocks activation of human MT1-MMP; HT1080 RFP-PRO-GFP cells, GFP/RFP ratio fluorescence, overnight; percent of plate control window, DMSO zero; 360,000 tested, 0.061% active; AID 651647; P50281; GFP/RFP ratio change, % at 20 µM;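 active = GFP/RFP ratio change of at least 30% with cell ATP level not reduced by more than half and red fluorescence within 50% of control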; also: strong numbers were not always called active
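Assay system: RFP-PRO-GFP reporter HT1080 cells; read-out basis: GFP/RFP fluorescence ratio; benchmarks: DMSO wells and RFP-L50D-GFP cells; doses: 20 µM single dose, 1% DMSO; schedule: overnight cell settling, then overnight compound exposure, 37 °C, 5% CO2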
Rin1 Abl inh – human Rin1-Abl interaction inhibition; P00519+Q13671; TR-FRET Rin1/Abl binding, biochemical; inhibition, % at 7.35 µM; 360,000 tested, 0.4% active; AID 588664; in the data active = inhibition above about 5%, passing the limit was not always enough
SKN-1 inh – inhibitors of C. elegans SKN-1; C. elegans VP596 Pgst-4::GFP/RFP ratio, acrylamide-induced, 24 h; inhibition, % at 21.8 µM; 360,000 tested, 0.49% active;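 active = interference check ratio from 0.5 to 1.5 plus GFP to RFP signal ratio inhibition reaching or exceeding a fixed threshold, cut at about 30% in these data, passing the limit was not always enough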; also: some compounds called inactive have numbers as strong as hits
bovine MsrA act – activators of bovine methionine sulfoxide reductase A | purified bovine MsrA, absorbance read-out | activation, % at 10.6 µM | 360,000 tested, 0.3% active | AID 602163; in the data active = activation above about 7.5%;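 also: 0% = vehicle and 100% = reference activator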
PABP1 MLLE inh – inhibitors of microRNA-mediated deadenylation, human PABP1 MLLE binding | inhibition, % at 20 µM | GST-MLLE / FITC-PAM2 fluorescence polarization | P11940 | AID 588489 | 360,000 tested, 0.36% active; in the data active = inhibition above about 35%, passing the limit was not always enough;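 also: plate controls were DMSO wells with GST-MLLE for no effect and wells lacking GST-MLLE protein for full effect; some results filed as inactive read as strong as hits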
* marks the source's active call; other numbers are inactive results; i = inactive; nt = not tested or not shown; + = active, no number.

cpd | Molecule | CendR NRP1 mod | FAS TE block | eLon inh | Neddyl block | MT1-MMP act inh
1 | CCC(C)Sc1nnc(CSc2nc(C)cc(C)n2)n1C (stereo not drawn) | 2 | -5 | 3 | i | 4
2 | CC(C(=O)Nc1ccc(N2CCOCC2)cc1)N1C(=O)NC(C)(C)C1=O (stereo not drawn) | -5 | -8 | 2 | i | 2
3 | Clc1cccc(Cl)c1/C=N/Nc1c(Cl)cncc1Cl | 4 | 4 | 10 | i | -3
4 | Cc1cc(C)nc(SCC(=O)NC(=O)c2ccccc2O)n1 | -3 | -4 | -6 | i | 1
5 | Cc1ccc(N/N=C(\C#N)C(=O)c2ccsc2)cc1 | -16 | 0 | 4 | i | 4
6 | COc1ccc(CCNC(=O)c2ccc(CNS(=O)(=O)c3cccc(Cl)c3)cc2)cc1OC | 11 | 0 | -4 | i | 6
7 | O=C1c2ccccc2C(c2nc3ccccc3[nH]2)N1c1ccccn1 (stereo not drawn) | 10 | -11 | -12 | i | 2
8 | COC(=O)c1cc2n(n1)CCCNC2=O | 8 | -12 | 2 | i | -2

cpd | Rin1 Abl inh | SKN-1 inh | bovine MsrA act | PABP1 MLLE inh
1 | 2 | 2 | -3 | 1
2 | 4 | 9 | -1 | 2
3 | 2 | -15 | -13 | 1
4 | 1 | 14 | 1 | -2
5 | -2 | -8 | -8 | 3
6 | -1 | 10 | -2 | -2
7 | 4 | 6 | -3 | 21
8 | 3 | -11 | -10 | 1

Complete entries from above:
Profile of COC(=O)c1cc2n(n1)CCCNC2=O = CendR NRP1 mod = 8; FAS TE block = -12; eLon inh = 2; Neddyl block = i; MT1-MMP act inh = -2; Rin1 Abl inh = 3; SKN-1 inh = -11; bovine MsrA act = -10; PABP1 MLLE inh = 1
Profile of CC(C(=O)Nc1ccc(N2CCOCC2)cc1)N1C(=O)NC(C)(C)C1=O (stereo not drawn) = CendR NRP1 mod = -5; FAS TE block = -8; eLon inh = 2; Neddyl block = i; MT1-MMP act inh = 2; Rin1 Abl inh = 4; SKN-1 inh = 9; bovine MsrA act = -1; PABP1 MLLE inh = 2

Carrying on:
cpd | Molecule | CendR NRP1 mod | FAS TE block | eLon inh | Neddyl block | MT1-MMP act inh
9 | CC(C)Oc1ccccc1C1CC(=O)Nc2cc3c(cc21)OCCO3 (stereo not drawn) | -2 | 3 | -2 | i | 13
10 | Cc1cc(/C=C2\C(=N)N3N=C(C(C)C)SC3=NC2=O)c(C)n1Cc1ccccc1 | 1 | -3 | 7 | i | 2
11 | Cc1ccc(NC(=O)COC(=O)c2ccc(CN3CCCC3=O)cc2)c(Cl)c1 | 9 | -6 | -1 | i | -3
12 | CCCn1nc(C(=O)Nc2cc(OCC)c(N3CCOCC3)cc2OCC)c2ccccc2c1=O | 22* | 20 | 6 | i | 5
13 | CC(C)CN(C(=O)COC(=O)c1c2c(nc3ccccc13)CCC2)c1c(N)n(Cc2ccccc2)c(=O)[nH]c1=O | -3 | 3 | -15 | i | -18
14 | Cc1cccn2c(=O)c(/C=C(\C#N)S(=O)(=O)c3ccccc3)c(N3CCCCC3)nc12 | -41 | 54* | -9 | i | -2
15 | CCc1cccc(OCCCCNCCO)c1 | 14 | -11 | -5 | i | 2
16 | Cc1ccc(C(=O)Oc2ccc(/C=N/NC(N)=O)cc2)cc1 | 2 | -4 | -3 | i | 0

cpd | Rin1 Abl inh | SKN-1 inh | bovine MsrA act | PABP1 MLLE inh
9 | -2 | 7 | -8 | -4
10 | 0 | 21 | -4 | 23
11 | 3 | -9 | -1 | 2
12 | 4 | -10 | -2 | 7
13 | 1 | -14 | -4 | -27
14 | -3 | 27 | -2 | -29
15 | -2 | 25 | -4 | 2
16 | 3 | 3 | -2 | -5

Other entries:
cpd | Molecule | CendR NRP1 mod | FAS TE block | eLon inh | Neddyl block | MT1-MMP act inh
17 | O=C(NCc1ccco1)c1c[nH]c2ccc(S(=O)(=O)N3CCOCC3)cc2c1=O | -5 | -4 | -1 | i | 6
18 | Cc1ccc(-c2nc3ccccc3s2)cc1NC(=S)NC(=O)c1ccccc1 | 1 | 17 | -5 | i | 5
19 | O=C(NCCN1CCOCC1)c1ccc(CS(=O)(=O)c2ccc(Cl)cc2)o1 | 0 | -5 | 0 | i | -4
20 | COc1ccc(C2=Nn3c(nnc3-c3ccncc3)SC2)cc1OC | -9 | -8 | -12 | i | -9
21 | CCOC(=O)C1CCN(C(=O)c2cc(S(=O)(=O)N3CCOCC3)c(Cl)cc2Cl)CC1 | 18 | -6 | 1 | i | 5
22 | Cc1cc(Cl)cc(Br)c1OCCCN1C(=O)NC(C)(C)C1=O | 6 | -2 | -3 | i | -1
23 | CN1C(=S)SC(/[N+]([O-])=C/c2ccc(Cl)cc2)C1(C)C (stereo not drawn) | -3 | -4 | -7 | i | 4
24 | O=C(O)C1Cc2ccccc2CN1C(=O)COc1ccc(Cl)cc1Cl (stereo not drawn) | 2 | 4 | 3 | i | 4

cpd | Rin1 Abl inh | SKN-1 inh | bovine MsrA act | PABP1 MLLE inh
17 | -5 | 9 | -5 | -21
18 | 3 | 10 | 1 | 16
19 | -1 | 1 | 0 | 20
20 | -7 | -4 | -9 | 11
21 | 0 | 11 | 1 | -7
22 | 2 | 0 | -5 | 5
23 | -4 | 5 | -2 | -1
24 | 5 | -2 | -7 | 0

The list goes on.
cpd | Molecule | CendR NRP1 mod | FAS TE block | eLon inh | Neddyl block | MT1-MMP act inh
25 | Cc1ccc(S(=O)(=O)c2nnn(-c3cccc(F)c3)c2N)cc1 | 4 | 4 | 9 | i | 3
26 | COc1cc(OC)c(-c2nn3c(-c4ccco4)nnc3s2)cc1OC | -12 | -4 | -9 | nt | 16
27 | CNS(=O)(=O)c1cn(CC(=O)NCc2cccc(OC)c2)cc1S(=O)(=O)NC | 13 | -4 | -9 | i | -2
28 | CC(=O)c1c(-c2ccc(Cl)cc2)c2ccccc2[nH]c1=O | 10 | 1 | 3 | i | 1
29 | COC(=O)c1cc(-c2cccc(OC)c2)n[nH]1 | -3 | 2 | 2 | i | 4
30 | COc1ccc(C(=O)C(OC(=O)CNC(=O)c2ccco2)c2ccccc2)cc1 (stereo not drawn) | -13 | -2 | -7 | i | -2
31 | C[C@]12c3[nH]c4ccc(Cl)cc4c3CCN1C(=O)[C@@H](CC(=O)NCCC1=CCCCC1)C[C@@H]2C(=O)N1CCCCC1 | -9 | 11 | 2 | i | -16
32 | Nc1[nH]c(C(=O)c2ccccc2)c(-c2ccc(Cl)cc2Cl)c1C(=O)c1ccc(Br)cc1 | -13 | 0 | -9 | i | 3

cpd | Rin1 Abl inh | SKN-1 inh | bovine MsrA act | PABP1 MLLE inh
25 | -5 | 4 | -2 | 7
26 | -2 | 21 | -1 | 3
27 | 2 | 4 | -2 | 2
28 | 5 | 3 | -3 | 2
29 | 0 | 37* | -2 | 3
30 | -2 | -4 | -4 | 7
31 | -2 | 0 | 3 | 9
32 | nt | -4 | -2 | nt

Other records follow.
cpd | Molecule | CendR NRP1 mod | FAS TE block | eLon inh | Neddyl block | MT1-MMP act inh
33 | CCOC(=O)CN(C(=O)CNC(=O)c1ccco1)C(C(=O)NC1CCCCC1)c1cccnc1 (stereo not drawn) | 19 | -4 | -1 | i | 3
34 | CC(C)(C)c1nnc(NC(=O)Cc2ccc(Br)cc2)s1 | -15 | 0 | 8 | i | 3
35 | CCCN1CCN(C(=O)C2CCN(S(=O)(=O)c3c(C)noc3/C=C/c3ccc(C)cc3)CC2)CC1 | 2 | 18 | 3 | i | 3
36 | CCCCN=C1CC(C)(C)CC(=O)/C1=C(/O)CCCN1C(=O)c2ccccc2C1=O | 3 | 3 | 3 | i | 2
37 | C=CCOc1cccc(C2C(C(=O)c3ccc(C)o3)=C(O)C(=O)N2c2nccs2)c1 (stereo not drawn) | 78 | -25 | 55* | i | -36
38 | Cc1ccc(CN(C)C(=O)c2cccc(S(=O)(=O)N3CCN(c4ccccc4)CC3)c2)cc1 | -2 | 34 | 1 | i | -6
39 | Cc1ccc(C(=O)C2C(=O)c3ccccc3C2=O)cc1 | -14 | -8 | 0 | i | -183
40 | O=C(CN1C(=O)NC2(CCCC2)C1=O)Nc1cc(Cl)ccc1N1CCCCC1 | 9 | 5 | -6 | i | -2

cpd | Rin1 Abl inh | SKN-1 inh | bovine MsrA act | PABP1 MLLE inh
33 | 2 | -1 | -1 | -2
34 | -3 | -7 | -6 | -1
35 | -7 | -19 | -2 | -10
36 | -3 | -2 | -2 | 5
37 | 1 | -81 | -5 | 133
38 | 1 | 17 | -1 | 4
39 | 1 | -6 | -1 | 12
40 | 5 | -7 | 0 | -2

Next results follow:
cpd | Molecule | CendR NRP1 mod | FAS TE block | eLon inh | Neddyl block | MT1-MMP act inh
41 | COc1ccc(C(c2nnnn2C(C)(C)C)N2CCN(C)CC2)cc1OC (stereo not drawn) | -6 | -8 | -6 | i | 0
42 | Cc1ccc2c(CSc3nc4ccccc4c(=O)n3CCCO)cc(=O)oc2c1C | -13 | 11 | 3 | i | -1
43 | CS(=O)(=O)N(CC(=O)NCC1CCCO1)c1ccc(Cl)c(Cl)c1 (stereo not drawn) | 6 | -3 | -6 | i | 1
44 | NC(=O)CC(NC(=O)Cc1ccc(Br)cc1)c1ccc(NCCc2cccc(F)c2)c([N+](=O)[O-])c1 (stereo not drawn) | -43 | 28 | -44 | i | 5
45 | CCN(CC)S(=O)(=O)c1ccc2c(c1)N(CC(=O)NCc1ccccn1)C(=O)CO2 | 4 | -7 | -4 | i | 0
46 | Cc1oc2ccc(OCc3ccc(F)cc3)cc2c1C(=O)O | 6 | -2 | 1 | i | -1
47 | Cc1cc(Cl)ccc1OCC(=O)NCCCN1CCOCC1 | 5 | -2 | 9 | i | 6
48 | CCN(C(=O)COC(=O)C1CC1)c1c(N)n(Cc2ccccc2)c(=O)[nH]c1=O | -10 | -6 | 10 | i | 5

cpd | Rin1 Abl inh | SKN-1 inh | bovine MsrA act | PABP1 MLLE inh
41 | 0 | 0 | -4 | 10
42 | 1 | 1 | -5 | -15
43 | 2 | 4 | -1 | 14
44 | 3 | 4 | -3 | -40
45 | 0 | 3 | -2 | -5
46 | -1 | -8 | -2 | 1
47 | 0 | -2 | 3 | -2
48 | 2 | 1 | -8 | -5

Only MT1-MMP act inh and CendR NRP1 mod, for 3 of the compounds above:
cpd	SMILES	MT1-MMP act inh	CendR NRP1 mod
44	NC(=O)CC(NC(=O)Cc1ccc(Br)cc1)c1ccc(NCCc2cccc(F)c2)c([N+](=O)[O-])c1 (stereo not drawn)	5	-43
45	CCN(CC)S(=O)(=O)c1ccc2c(c1)N(CC(=O)NCc1ccccn1)C(=O)CO2	0	4
46	Cc1oc2ccc(OCc3ccc(F)cc3)cc2c1C(=O)O	-1	6

(more compounds)
cpd | Molecule | CendR NRP1 mod | FAS TE block | eLon inh | Neddyl block | MT1-MMP act inh
49 | CC(=O)c1ccc(-c2ccc(C(=O)NC3CC(C)(C)NC(C)(C)C3)o2)cc1 | -6 | -5 | -4 | + | -3
50 | COc1cc(NC(=O)COC(=O)c2cnc(C)cn2)c(C)cc1[N+](=O)[O-] | 9 | -10 | -5 | i | -1
51 | COCCN(C(=S)Nc1ccc(C(C)C)cc1)C(C)c1cccs1 (stereo not drawn) | 5 | 29 | -11 | i | 2
52 | COc1ccc(-c2nc(C)ncc2N=Nc2ccccc2)cc1 | 4 | 11 | 3 | i | 1
53 | CCCS(=O)(=O)N1CCCC(C(=O)c2ccccc2OC)C1 (stereo not drawn) | -3 | -10 | 6 | i | 0
54 | COc1ccc(NC(=O)C2CCCN2S(=O)(=O)c2cccs2)c([N+](=O)[O-])c1 (stereo not drawn) | 10 | 2 | -1 | i | 0

cpd | Rin1 Abl inh | SKN-1 inh | bovine MsrA act | PABP1 MLLE inh
49 | 0 | 4 | -4 | 13
50 | 3 | 3 | -4 | 13
51 | 0 | -6 | -4 | -66
52 | -1 | 4 | -10 | 0
53 | 3 | -4 | -9 | 6
54 | 1 | 25 | -1 | 11

Not a hit list. Share with any hit: about 4%.
